Compound activity (PubChem)
PRMT1 FP inh: blocks human protein arginine methyltransferase 1; Q99873; recombinant PRMT1, activity-based probe fluorescence polarization; inhibition, % at 2.79 µM; 370,000 compounds, 1.3% hits; AID 652257;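 active means inhibition above about 21% made by adding two undisclosed values, limit read from the data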
LEDGF integ inh: blocks HIV-1 LEDGF/p75-dependent DNA integration; TR-FRET IN-LEDGF/p75 DNA integration, Eu/Cy5; inhibition, % at 3.7 µM; 370,000 compounds, 0.64% hits; AID 743269;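 active means inhibition above the screen-wide mean plus 3 SD, cut at about 13% in these data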;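 further: signal is the Cy5 over europium emission ratio at 671 and 618 nm; 0% = plate median of compound wells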
Tn7 DDE FP: inhibitors of Tn7 peptide binding to human fibrin DD(E). FP displacement of FITC-Tn7 peptide from fibrin DD(E); 0% = median of compound wells per plate. inhibition, % at 8.3 µM. 370,000 compounds, 0.13% hits;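 active means inhibition above the mean of compounds falling within the control limits plus 3 SD of them, cut at about 14% in these data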;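 further: 0% = plate median of compound wells and 100% = 10 µM Aha-Tn7 peptide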
Target sequence (P02675 whole entry, looked up): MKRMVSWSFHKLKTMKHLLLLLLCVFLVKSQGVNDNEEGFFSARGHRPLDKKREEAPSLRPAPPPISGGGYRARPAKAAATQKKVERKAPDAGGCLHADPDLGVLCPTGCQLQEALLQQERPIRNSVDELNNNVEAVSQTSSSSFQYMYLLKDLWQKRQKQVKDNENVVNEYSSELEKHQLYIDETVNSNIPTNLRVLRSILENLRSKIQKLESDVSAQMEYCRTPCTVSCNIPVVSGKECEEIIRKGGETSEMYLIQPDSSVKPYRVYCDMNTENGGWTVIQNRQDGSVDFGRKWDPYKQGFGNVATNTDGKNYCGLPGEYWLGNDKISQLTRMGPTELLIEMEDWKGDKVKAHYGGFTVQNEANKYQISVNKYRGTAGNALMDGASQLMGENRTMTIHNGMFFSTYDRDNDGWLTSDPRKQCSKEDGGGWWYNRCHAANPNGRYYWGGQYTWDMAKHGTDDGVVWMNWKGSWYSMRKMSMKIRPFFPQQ
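Assay system: Fibrin-DD(E) protein isolated from polymerized human fibrin clots; read-out basis: percent inhibition; medium: Tris/NaCl/CaCl2 buffer, pH 7.8; signal: FP measurement; incubation: 10 min plus 3 h, room temperature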
HTRA1 inhibitor: inhibitors of human serine peptidase HTRA1. Q92743. recombinant HTRA1, FP-rhodamine activity-based probe, fluorescence polarization. inhibition, % at 5.96 µM. 340,000 compounds, 0.5% hits. AID 504803; in the data active means inhibition above about 36%;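 further: 0% = enzyme with DMSO and 100% = wells lacking enzyme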
TDP2 inh: TDP2 (human) inhibition, absorbance primary screen | O95551 | recombinant TDP2, T5PNP hydrolysis, p-nitrophenol absorbance 415 nm | inhibition, % at 12.8 µM | 370,000 compounds, 0.34% hits | AID 720702;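 active means inhibition above the mean of all tested compounds plus 3 SD, set per campaign, cut at about 25% in these data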;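 further: 0% = DMSO with enzyme and 100% = buffer with substrate but no TDP2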
Target sequence (O95551 whole entry, looked up): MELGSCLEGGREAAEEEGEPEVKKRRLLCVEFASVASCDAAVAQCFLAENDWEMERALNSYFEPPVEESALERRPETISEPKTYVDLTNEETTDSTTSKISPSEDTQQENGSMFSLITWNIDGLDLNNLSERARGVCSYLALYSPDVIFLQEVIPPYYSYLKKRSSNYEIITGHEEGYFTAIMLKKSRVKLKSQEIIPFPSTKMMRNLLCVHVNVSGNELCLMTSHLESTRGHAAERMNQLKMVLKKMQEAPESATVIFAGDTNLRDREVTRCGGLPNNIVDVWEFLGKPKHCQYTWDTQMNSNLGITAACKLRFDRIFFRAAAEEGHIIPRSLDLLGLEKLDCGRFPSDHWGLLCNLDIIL
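Test system: human TDP2 enzyme; Input: 120 nM TDP2 per well; Buffer or medium: Mg2+-containing Tris-HCl buffer, pH 7.5; Reagent: 5 mM T5PNP; Dosing: 12.8 µM single point, 1% DMSO; Incubation: reaction 2 h, 37 °C; Detection: p-Nitrophenol epi absorbance; Read-out: % inhibition relative to enzyme-containing and enzyme-free wells; Replicates: single well per compound.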
TCR-CD3 inh: inhibitors of human TCR-CD3 interaction; TAMRA-labeled TCR probe fluorescence, biochemical; inhibition, % at 9.4 µM; 360,000 compounds, 0.37% hits; AID 651800; in the data active means inhibition above about 19%;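 further: recombinant mutant TCR 2C K166C tagged with TAMRA read by polarization; 0% = receptor in buffer alone and 100% = receptor with positive control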
PG9 binder: small molecules binding HIV-1 gp120 antibody PG9 | TR-FRET gp120-PG9 antibody binding | inhibition, % at 6.7 µM | 360,000 compounds, 0.43% hits | AID 624416; in the data active means inhibition above about 8.5%
ABHD4 inh: ABHD4 (mouse) inhibition, primary FP screen; Q8VD66; purified mABHD4, FP-Rh probe fluorescence polarization; inhibition, % at 8.92 µM; 370,000 compounds, 0.54% hits;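 active means inhibition exceeding the mean over every tested compound plus 3 SD, cut at about 30% in these data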;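 further: 0% = plate median of compound wells and 100% = S159A mutant with DMSO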
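system = mouse ABHD4 enzyme, wild type | medium = HEPES pH 7.0, NaCl, Pluronic buffer | also added = FP-Rh probe | incubation = Enzyme–compound pre-incubation 45 min, then probe 60 min, both 25 °C | technique = fluorescence polarization, excitation 525 nm, emission 598 nm, BODIPY TMR filters | controls = S159A mutant high control, sample median low control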
SIAE inh: human SIAE inhibition, primary screen; SIAE FP-Rh probe binding, fluorescence polarization; inhibition, % at 9.66 µM; Q9HAT2; 370,000 compounds, 0.69% hits; AID 1053197;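 active means inhibition above a cutoff: mean of compounds within the control limits plus 3 SD of those, cut at about 17% in these data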;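 further: 0% = plate median of compound wells and 100% = probe without SIAE protein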
UHRF1 MBD2 ctr: human UHRF1 methylated DNA binding inhibitors; Q96T88; UHRF1 binding to methylated oligo, TR-FRET; inhibition, % at 4.4 µM; 370,000 compounds, 0.75% hits; AID 687016; in the data active means inhibition above about 21%;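 further: UHRF1 SRA domain binding a hemimethylated CpG hairpin DNA probe; 0% = median of test compound wells and 100% = reference inhibitor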
* hit, by the source's call; . = not tested or not shown.

The line under a structure holds: Tn7 DDE FP	SIAE inh	HTRA1 inhibitor	UHRF1 MBD2 ctr	LEDGF integ inh	TCR-CD3 inh	ABHD4 inh	PG9 binder	TDP2 inh	PRMT1 FP inh
COc1ccc(-n2c(-c3ccco3)nc3c(cnn3-c3ccccc3C)c2=O)cc1
→ 2	-1	3	-3	-1	-5	4	0.7	-13	0
Cc1ccc(C(C(=O)NC2CCCCC2)N(C(=O)c2csnn2)C2CC2)o1 (centres undefined)
→ 3	0	-2	0	1	2	0	-0.6	-3	2
Cc1ccc(C2(C)NC(=O)N(CC(=O)Nc3ccc4[nH]c(=O)[nH]c4c3)C2=O)cc1 (centres undefined)
→ -6	3	2	2	5	-1	3	-0.3	2	-1
C=CCn1c(C(CCCC)CC(O)COCCC)n[nH]c1=S (centres undefined)
→ 6	3	-3	0	-3	1	4	-0.2	-10	-3
Cc1[nH]n(-c2ccc(C(=O)O)cc2)c(=O)c1CCO
→ -2	2	.	-4	-4	2	2	0.8	-2	0
O=C(COc1ccc(-c2nnco2)cc1)Nc1ccc(F)c(Cl)c1
→ 5	-15	-34	1	0	-6	-13	1.1	4	3
Cc1cc(CN(C)C(=O)c2ccc3nc(Cc4ccccc4F)oc3c2)on1
→ 4	2	1	0	-4	-1	1	-3.5	4	-2
CC1CCCC(C)N1C(=O)COC(=O)c1cc(=O)[nH]c2ccccc12 (centres undefined)
→ 1	4	-1	-2	0	2	-3	2.2	1	1
CCc1ccccc1NC(=O)CN1CCN(CC(=O)Nc2cc(C)ccc2OC)CC1
→ 3	-1	0	0	4	1	0	-3.1	-8	1
CCOC(=O)C(=O)N1CCN(c2cc3c(cc2[N+](=O)[O-])n(C)c(=O)n3C)CC1
→ -8	-1	0	-6	2	4	-1	-0.5	5	0
CCc1nc2cccnc2n1-c1ccc(CC(=O)NC(C)CC)cc1 (centres undefined)
→ -4	2	-1	-1	-3	2	5	-1.7	7	-2
O=C(CCNC(=O)c1ccccc1Cl)Nc1cc(C(F)(F)F)ccc1N1CCCC1
→ 8	4	5	0	-5	4	0	2.5	1	0
COc1ccc(CCNC(=O)CNCC2CCCO2)cc1OC (centres undefined)
→ -4	6	-10	2	-1	3	3	-1.6	9	-3
O=C(COc1cccc(-n2cnnn2)c1)Nc1ccccc1
→ 8	-6	-8	5	0	-4	-4	-0.8	-11	8
CC(C)c1ccc(OCC(O)CN2CCN(c3ccccn3)CC2)cc1 (centres undefined)
→ 0	-3	2	-2	4	2	9	-2.3	-10	-2
COc1ccc(C(=O)c2sc(Nc3ccccc3)nc2N)cc1OC
→ -7	5	3	-1	-1	7	0	-2.9	1	1
C=C(C)c1cccc(C(C)(C)NC(=O)Nc2ccc(Cl)cn2)c1
→ 3	-4	-18	2	-2	9	7	0.9	-9	0
Cc1cc(C(=O)COC(=O)c2n[nH]c3ccccc23)c(C)n1CC1CCCO1 (centres undefined)
→ -1	1	-11	9	4	0	2	0.6	8	-1
CC(C(=O)N1CCCCC1)N1C(=O)c2ccccc2C1=O (centres undefined)
→ 9	3	2	0	-1	-1	2	-1.5	7	0
N#C/C(=C(/O)COc1ccccc1)c1nc2ccccc2s1
→ 0	-4	1	-1	0	-3	5	-0.1	5	2
CNC(=O)/C(C#N)=C1/SC(Cc2ccc(F)cc2)C(=O)N1c1ccccc1 (centres undefined)
→ 1	10	3	2	0	9	3	-3.5	12	-1
COc1ccc(CNC(=O)Cn2nnc(-c3ccc(NC(=O)C4CCCCC4)cc3)n2)cc1
→ -1	-5	5	3	0	-2	-3	-0.1	-14	-1
CCOC(=O)N1CCN(S(=O)(=O)N2CCCC(C(=O)NCc3ccccc3Cl)C2)CC1 (centres undefined)
→ 0	2	-2	-3	3	-3	-1	1.1	4	-2
CCOC(=O)C1CCCN(Cc2nc(N)nc(Nc3ccccc3OC)n2)C1 (centres undefined)
→ -1	3	-1	0	0	0	-6	-0.8	8	-5
Cn1cc(S(=O)(=O)N2CCc3ccccc32)cc1C(=O)NC(C)(C)C
→ -5	-1	-4	1	0	3	-3	-2.4	0	-2
COc1ccccc1CNC(=O)Cn1cc(Br)ccc1=O
→ -7	6	4	-6	0	8	3	-1.1	11	0
CN=C(NC1CCCCC1)c1ccc(Cl)cc1
→ 3	2	5	0	1	-1	6	-1.6	7	-2
CCCN1CCN(c2ncnc3scc(C4COc5ccccc5O4)c23)CC1 (centres undefined)
→ 6	2	0	0	-5	0	5	1.8	-7	3
Cc1noc(C)c1S(=O)(=O)N(CC(=O)NC1CCC(C)CC1)c1ccc(C(C)C)cc1 (centres undefined)
→ 3	4	-7	-2	2	9	-2	0.9	5	2
CCCSC1=N/C(=C\C=C\c2ccco2)C(=O)S1
→ 3	11	30	95*	69*	15	36*	-0.8	6	48*
c1ccc(NCc2ccccn2)cc1
→ -1	6	4	-2	-2	8	3	-2.3	-5	-1
CC(=O)Nc1cccc(N(C)S(C)(=O)=O)c1
→ -4	5	0	7	-3	-4	-10	1.2	-18	-2
S=C1NC2=C(CCC/C2=C\c2ccc(Cl)cc2)C(c2ccc(Cl)cc2)N1 (centres undefined)
→ -5	0	-18	-3	2	-3	6	-0.5	-21	27*
O=C(N/N=C/c1cn(-c2ccccc2)nc1-c1ccc(F)cc1)c1ccc2c(c1)OCO2
→ 5	-46	-15	1	0	3	3	-1.6	2	-2
Clc1ccccc1CSc1nnc(-c2ccccn2)n1Cc1ccco1
→ -2	-8	-14	3	6	-4	-19	-1.0	-13	16
CCN(Cc1ccccc1)C(=O)CCCOc1ccccc1
→ -1	1	-1	-1	5	0	2	0.2	-6	-2
CC1CCc2[nH]c3ccc(C(=O)Nc4ccc(C(=O)N(C)C)cc4)cc3c2C1 (centres undefined)
→ -4	4	-2	2	-1	-2	-3	-1.3	-1	4
O=C(C1=C[C@@H](c2ccc(C(F)(F)F)cc2)C[C@@H](OCc2ccc(CO)cc2)O1)N1CCOCC1
→ -6	17	-2	0	0	6	-10	0.6	-4	-1
COc1ccc(Nc2nc3ccccc3nc2C)cc1
→ -5	0	-11	2	-1	-1	5	-2.5	-9	-2
N#Cc1c(NC(=O)c2ccc([N+](=O)[O-])o2)sc2c1CCC2
→ 3	10	25	-1	-1	-4	17	-6.9	-1	11
COc1ccc(Nc2nnc(-c3ccncc3)s2)cc1Cl
→ 0	-5	1	4	-3	4	6	-1.9	-4	1
O=C(NC1=NCCS1)C1CCN(S(=O)(=O)c2cc([N+](=O)[O-])ccc2Cl)CC1
→ 9	3	11	4	-3	-2	6	0.6	-3	8
Cc1c(NC(=O)CN(c2ccccc2)S(=O)(=O)c2ccc(F)cc2)c(=O)n(-c2ccccc2)n1C
→ 0	-5	3	0	-1	6	-4	-1.0	-5	-1
COc1ccc([C@H]2CC(=O)C=C(c3ccc4ccccc4c3)C2)cc1OC
→ 0	-8	-11	4	-1	2	-5	0.4	0	-1
Cc1ccccc1OCCC(=O)OCC(=O)NC1CCCCC1
→ 7	5	1	3	1	-11	2	1.4	7	1
Cc1nc2ccccc2c2c1C(=O)N(C(C)C)C2=O
→ 0	-6	1	-4	0	0	5	-2.9	-4	-2
Cc1nnc(SCC(=O)Nc2ccccc2)[nH]c1=O
→ -2	0	-6	-2	2	-2	5	1.1	2	1
N=C1C(c2nc3ccccc3s2)=C(O)CN1CCCO
→ 4	0	4	2	-4	4	2	-1.9	-5	-3
O=C(OCc1nnc(-c2ccccc2)o1)c1cccc(S(=O)(=O)N2CCOCC2)c1
→ 4	2	-3	0	2	-5	-8	-0.2	-3	2
CCOc1ccc(-c2cc(C(=O)NCCOC)[nH]n2)c(C)c1
→ 5	-1	.	0	0	3	3	-0.4	-5	-3
O=C(c1ccc(=O)[nH]n1)N1CCN(S(=O)(=O)c2ccc3ccccc3c2)CC1
→ 3	2	-2	-1	-3	2	2	0.0	5	0
C=CCOc1ccc(CN(C)CC(O)COc2ccc(CCC(C)=O)cc2)cc1 (centres undefined)
→ 4	-4	-3	-1	2	0	15	-2.1	11	0
O=C(Nc1ccccc1F)C1CCN(S(=O)(=O)c2cccnc2)CC1
→ -1	-5	-1	-1	-3	-5	1	-1.1	-6	-4
CC(C)CN(CC(C)C)CC(O)CN(c1ccccc1)S(=O)(=O)c1ccccc1[N+](=O)[O-] (centres undefined)
→ 1	4	-37	0	5	-3	-5	-0.3	-13	-8
COc1cc(OC)c(C2Nc3ccccc3NC3=C2C(=O)CC(C)(C)C3)cc1OC (centres undefined)
→ 6	9	4	-4	1	6	3	-0.2	1	3
CC(C)C(OC(=O)c1nsc(Cl)c1Cl)C(=O)NCc1ccc2c(c1)OCO2 (centres undefined)
→ -9	3	1	-1	2	13	2	-0.4	3	-4
O=C(Cn1nnc(-c2ccccc2)n1)N1CCN(S(=O)(=O)c2ccc(Cl)cc2)CC1
→ 3	-3	3	11	0	-3	-14	1.3	-8	1
S=c1[nH]nc(-c2cccs2)n1/N=C/c1cn(-c2ccccc2)nc1-c1ccc(Cl)cc1
→ 0	-4	.	0	2	-6	-2	0.4	14	5
COc1ccc(NS(=O)(=O)c2cc(NC(=O)c3cc(=O)c4ccccc4o3)ccc2OC)cc1
→ -4	-17	-9	6	1	6	0	-0.9	-4	-1
O=c1c2oc3ccccc3c2ncn1Cc1ccccc1Cl
→ -1	-1	-12	0	1	3	-11	-2.7	-8	-2

Reprinted at random: two records from the list.
The line under a structure holds: Tn7 DDE FP	SIAE inh	HTRA1 inhibitor	UHRF1 MBD2 ctr	LEDGF integ inh	TCR-CD3 inh	ABHD4 inh	PG9 binder	TDP2 inh	PRMT1 FP inh
Cn1cc(S(=O)(=O)N2CCc3ccccc32)cc1C(=O)NC(C)(C)C
→ -5	-1	-4	1	0	3	-3	-2.4	0	-2
c1ccc(NCc2ccccn2)cc1
→ -1	6	4	-2	-2	8	3	-2.3	-5	-1

(further entries)
The line under a structure holds: Tn7 DDE FP	SIAE inh	HTRA1 inhibitor	UHRF1 MBD2 ctr	LEDGF integ inh	TCR-CD3 inh	ABHD4 inh	PG9 binder	TDP2 inh	PRMT1 FP inh
CCC(C)N(C(=O)Cn1nnc(-c2ccc(Cl)cc2)n1)C1CCS(=O)(=O)C1 (centres undefined)
→ -1	-4	-1	-1	-4	-5	5	0.7	-6	3
Cn1nccc1C(=O)N1CCCC(N2CCN(Cc3ccc4c(c3)OCO4)CC2)C1 (centres undefined)
→ 4	2	3	1	-5	-2	0	-1.2	1	4
CCCCCc1ccc(OCCC[n+]2ccccc2)c(CCCCC)c1
→ -4	14	15	-3	-1	-6	23	-3.6	-13	-3
CC(C)(C)NC(=O)/C(=C/c1ccco1)c1ccccc1
→ -5	1	-1	3	-2	3	3	0.2	6	4
COc1ccc(CN(C)C(=O)Cc2ccc(OC)c(S(=O)(=O)N3CCOCC3)c2)cc1OC
→ -7	-3	4	0	2	-2	0	0.8	-5	-6
